Compound activity: PubChem BioAssay, National Center for Advancing Translational Sciences (NCATS)
D3 ag = qHTS of D3 Dopamine Receptor Agonist: qHTS. max activation, %. 0.58% of 410,000 active. D3R DiscoveRx beta-arrestin cells, luminescence, 90 min. AID 652048, 2013; in the data active = max activation above about 30%; note: 0% is about no effect; mostly tested at two doses, the higher about 12 µM
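Agonist mode: compounds and dopamine controls were applied to plated cells for 90 min at 37 degrees C after an overnight attachment at 1500 cells/well. Luminescent read-out followed 30 - 60 minutes at room temperature with DiscoveRx detection reagent.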
KB-3-1 cytotox = qHTS assay for MDR1-selective chemotherapeutics: Primary screen using the parental adenocarcinoma cell KB-3-1 | KB-3-1 viability, CellTiter-Glo ATP luminescence, 72 h | Potency, µM (doses to about 46.1 µM), for inactives: top-dose activity change, negative = cytotoxic, hits mostly cytotoxic | 1.4% of 400,000 active | AID 1347075, 2019; note: potency is the fitted concentration of half-maximal effect; % is set by controls: 0 for no effect and ±100 for the full control effect; nearly all actives have a fitted effect of over 60% in size
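Using CellTiter-Glo luminescence, growth of non-resistant KB-3-1 adenocarcinoma cells is assessed 72 h after pin-tool compound addition at 37 °C. Normalized responses across the concentration series yield fitted curves.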
GLP1R cytotox = qHTS of GLP-1 Receptor Inverse Agonists: Cytotox Screen | HEK293 cAMP-luciferase reporter cells, luminescence, 24 h | Potency, µM (top dose mostly 38.3 µM), for the others: at the top dose activity change, negative = inhibition, hits mostly inhibitors | 0.13% of 410,000 active | AID 624418, 2012;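 note: loss of luciferase light is scored as toxicity; potency is the fitted concentration of half-maximal effect; % is set by controls: 0 for no effect and ±100 for the full control effect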
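Cells in DMEM/10% Nu serum/1% pen-strep, 1536-well format. Pre-incubated 12 h, dosed with 23 nL compound, incubated a further 24 h. Luciferase detection, 12 min at room temp, luminescence.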
HT1080-NT tox = qHTS for induction of synthetic lethality in tumor cells producing 2HG: qHTS for the HT-1080-NT fibrosarcoma cell line; HT-1080-NT fibrosarcoma viability, CellTiter-Glo ATP luminescence, 48 h; Potency, µM (top dose mostly 46.1 µM), for inactives: top-dose activity, negative = less viability, actives largely listed as cytotoxic; 1.6% of 360,000 active; AID 686970, 2013;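 note: NT is the 2HG producing partner of a matched IDH1 knockdown line; potency is the fitted concentration of half-maximal effect; 0% = DMSO-treated cells and -100% = media-only wells without cells; nearly all actives have a fitted effect of over 55% in size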
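Viability by CellTiter-Glo luminescence after 48 h compound exposure at 37C of HT-1080-NT cells (750/well, RPMI, 5% FBS). % activity scaled between DMSO wells and medium-only wells, then curve-fitted and categorized by curve class.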
KB-V1 MDR tox = qHTS assay for MDR1-selective chemotherapeutics: Primary screen using the drug-selected MDR subline cells KB-V1; KB-V1 MDR cells viability, CellTiter-Glo, 72 h; Potency, µM (highest dose often 46.1 µM), without a hit: at the top dose activity change, negative = cytotoxicity, usual class: cytotoxic; 3.4% of 400,000 active; note: potency is the fitted concentration of half-maximal effect; % is set by controls: 0 for no effect and ±100 for the full control effect; nearly all actives have a fitted effect of over 60% in size
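Readout: CellTiter-Glo luminescence, 10 min after addition. Cells: KB-V1 MDR subline, 72 h at 37 degrees C with compound. Analysis: corrected, normalized data fitted to concentration-effect curves.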
IL-1B inflam inh = qHTS for Inhibitors of Inflammasome Signaling: IL-1-beta AlphaLISA Primary Screen. THP-1 LPS/ATP IL-1B secretion, AlphaLISA, 16 h; stronger effect = lower value. AID 743279, 2014. 4.7% of 360,000 active. activity change, % at 57.5 µM; in the data active = activity change below about -50%; inconclusive = mostly about -30% to -49%; note: % is set by controls: 0 for no effect and ±100 for the full control effect
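Secreted IL-1B measured by AlphaLISA bead assay after 16 h compound exposure of THP-1 cells; compounds (final up to 57.5 uM) added 1 h before LPS (250 ng/mL) and ATP (1.25 mM) stimulation; lower signal means less secretion.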
SW480 rerep = A quantitative high throughput screen for small molecules that induce DNA re-replication in SW480 colon adenocarcinoma cells; SW480 DNA re-replication, Hoechst DNA content imaging, 48 h; Potency, µM (top dose mostly 46.1 µM), without a hit: at the top dose re-replication activation, usual class: activators; 1.8% of 340,000 active; note: potency is the fitted concentration of half-maximal effect; % of control where 0% means no effect; nearly all actives have a fitted effect of over 55% in size
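Image-based DNA-content assay: after two days of treatment, nuclei were labelled with the DNA dye Hoechst and imaged, and hits were compounds raising the count of nuclei showing high fluorescence intensity.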
MCF10A rerep = A quantitative high throughput screen for small molecules that induce DNA re-replication in MCF 10a normal breast cells. 2.9% of 350,000 active. MCF 10A DNA re-replication, Hoechst nuclear intensity, 48 h. Potency, µM (highest dose often 46.1 µM), for the others: top-dose activity, positive = re-replication, most hits filed as activators. AID 624296, 2012; note: potency is the fitted concentration of half-maximal effect; % of control where 0% means no effect; nearly all actives have a fitted effect of over 50% in size
HT1080 IDH1KD tx = qHTS for induction of synthetic lethality in tumor cells producing 2HG: qHTS for the HT-1080-IDH1KD cell line. HT-1080 IDH1 knockdown viability, ATP luminescence, 48 h. AID 686971, 2013. 2% of 360,000 active. Potency, µM (highest dose often 46.1 µM), inactives show at the highest dose activity, negative = toxicity, actives largely listed as cytotoxic;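 note: potency is the fitted concentration of half-maximal effect; 0% = DMSO wells and -100% = cell-free medium wells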
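Luminescent ATP read-out (CellTiter-Glo, 10 min at room temperature) after 48 h compound exposure at 37 °C gave viability of IDH1-knockdown HT-1080 cells. Activity was normalised to DMSO and cell-free wells, then fitted as concentration-response curves.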
* = called active by the depositor; ? = inconclusive; · = no result given; [ ] = another dose, or the depositor's remark. Unless noted, calls come from the whole dose curve; as a rule, active = well fitted curve in the direction sought with a large enough effect; inconclusive = small, poorly fitted or top-dose-only effect, or another doubt; inactive = no such curve, though single readings can be large; an effect the other way counts as inactive or inconclusive. Compounds as they come; 11% or so of the library scored in one or more.

SMILES | D3 ag | KB-3-1 cytotox | GLP1R cytotox | HT1080-NT tox | KB-V1 MDR tox | IL-1B inflam inh | SW480 rerep | MCF10A rerep | HT1080 IDH1KD tx
O=C(CSc1nccn(-c2ccc(Br)cc2)c1=O)Nc1ccccc1F | -17 | -4% | -9% | -2% | -4% | -7 | -45%[inhibitor] | 3% | 1%
COc1ccccc1CNCc1ccc(C)cc1 | -15 | 12% | 2% | 8% | 5% | -8 | ? | 8% | 9%
COC(=O)COc1ccc(S(=O)(=O)N2CCN(c3ccc(OC)cc3)CC2)cc1 | -5 | -6% | -12% | 18% | 6% | -2 | -9% | -6% | 13%
CCCC(=O)Nc1c(-c2cccc(OC)c2)c(=O)c2ccccc2n1C | 2 | -3% | -13% | 10% | -10% | 13 | -11% | -16% | -1%
O=C(O)c1ccccc1SC1CC(=O)N(c2ccccc2)C1=O (stereo not drawn) | -4 | 1% | 26% | 1% | -8% | 0 | ? | ? | 0%
CC(C)(C)OC(=O)NCCCC[C@H](NC(=O)c1nc[nH]c1C(=O)N1CCN(C(=O)OC(C)(C)C)CC1)C(=O)OC(C)(C)C | 4 | 1% | 5% | -2% | 8% | -8 | -4% | 5% | -8%
Oc1ccc(Br)cc1CNn1cnnc1 | -6 | 0% | 4% | -1% | -1% | -19 | -1% | 9% | -3%
C/C(CC(=O)N1CCN(C=O)CC1)=N\NC(=O)c1cc2ccccc2cc1O | 3 | ? | -4% | -17% | ? | 0 | 9% | -23% | -19%
O=C(NC1CCCCC1)C1CCN(S(=O)(=O)N2CCCCCC2)CC1 | -10 | -6% | -2% | 3% | 16µM* | 11 | 1% | 0% | -14%
CC(C)(C)NS(=O)(=O)c1ccc2[nH]c3c(c2c1)CCCCC3 | -21 | ? | 1% | -26% | -1% | -21 | -2% | 2% | -22%

Part of the list above, with values under each structure.
Values run as follows: D3 ag	KB-3-1 cytotox	GLP1R cytotox	HT1080-NT tox	KB-V1 MDR tox	IL-1B inflam inh	SW480 rerep	MCF10A rerep	HT1080 IDH1KD tx
> O=C(O)c1ccccc1SC1CC(=O)N(c2ccccc2)C1=O (stereo not drawn)
→ -4	1%	26%	1%	-8%	0	?	?	0%
> CC(C)(C)OC(=O)NCCCC[C@H](NC(=O)c1nc[nH]c1C(=O)N1CCN(C(=O)OC(C)(C)C)CC1)C(=O)OC(C)(C)C
→ 4	1%	5%	-2%	8%	-8	-4%	5%	-8%

Next entries follow.
SMILES | D3 ag | KB-3-1 cytotox | GLP1R cytotox | HT1080-NT tox | KB-V1 MDR tox | IL-1B inflam inh | SW480 rerep | MCF10A rerep | HT1080 IDH1KD tx
CCOC(=O)c1c(C)[nH]c(C(=O)OCC(=O)N(C)C2CCS(=O)(=O)C2)c1C (stereo not drawn) | 6 | 12% | -4% | 7% | 12% | -12 | -20% | 3% | 8%
c1ccc(-n2ncc3c(N4CCN(c5ccccn5)CC4)nc(N4CCCCCC4)nc32)cc1 | 10 | -11% | -13% | 17% | -7% | 4 | -1% | -3% | 11%
CN(Cc1ccc(Cl)c(Cl)c1)C(=O)c1ccccc1SCC(=O)N1CCCC1 | -3 | ? | -9% | -25% | ? | -72* | 1% | -16% | -13%
COC(=O)Cc1c(C)nc(SCc2ccccc2)[nH]c1=O | -2 | ? | -12% | -13% | -2% | 1 | 9% | -3% | 7%
CCNC(=S)N/N=C/c1cc(C)ccc1C | 4 | 2% | 5.6µM* | 13% | -17% | 25 | -1% | 12% | 8%
CCOc1ccc(CN(C)CC(=O)NCc2ccc(F)cc2)cc1 | 3 | 0% | -14% | 4% | ? | 5 | ? | ? | -1%
CCC(C)NC(=O)c1sc2nc(C)c(C(=O)Nc3ccc(Cl)cc3)c(-c3ccc(Br)cc3)c2c1N (stereo not drawn) | -22 | 22% | 3% | · | -3% | · | · | · | ·
O=C(N/N=C/c1cc(Cl)ccc1O)c1ccc(Br)cc1 | -5 | ? | 71%[activator] | 9.2µM* | ? | 47 | 1.6µM* | 14% | 5.8µM*
CC1CCN(c2ccc(/C=N\Nc3nncn3N)cc2[N+](=O)[O-])CC1 | 3 | 14% | -34% | 2% | 2% | 31 | -4% | 2% | -1%
COC(=O)C(NC(C)=O)(Nc1cccc(C)n1)C(F)(F)F (stereo not drawn) | -11 | 1% | -6% | -8% | 0% | 30 | -2% | 1% | 9%
O=C(O)c1ccccc1C(=O)c1ccc(N2CCCC2)c([N+](=O)[O-])c1 | -5 | 7% | 0% | 0% | 11% | 17 | -4% | 4% | 0%
O=S(=O)(c1cnc[nH]1)N1CCN(c2ccccc2)CC1 | -3 | 3% | 14% | -3% | 3% | -6 | 0% | 15% | 2%
CCC(C)CCN1C(N(C)C)=NC[C@@H]1C (stereo partly drawn) | 1 | 26% | 0% | 0% | 5% | 28 | -4% | -15% | 2%
COc1ccc(NC(=O)c2cnc(N3CCOCC3)c3ccccc23)cc1OC | -3 | -21% | -16% | · | -8% | · | · | · | ·
CC(=O)N1CCN(c2ccc(S(=O)(=O)NCCN(C(C)C)C(C)C)cc2[N+](=O)[O-])CC1 | 3 | 9% | -14% | 11% | 0% | 0 | -3% | -8% | 20%
Cc1ccc(NC(=O)C2CC(=O)n3ncnc3N2)cc1C (stereo not drawn) | 4 | 1% | -2%[7.66 µM] | ? | -1% | 0 | -5% | -2% | 8%
Oc1ccc(-c2nccc(-c3ccc(Cl)cc3)n2)cc1 | 0 | 4% | 7%[7.66 µM] | ? | 9% | -10 | 0% | ? | -4%
O=C(CCNC(=O)c1ccc(Cl)cc1)NC1CCCc2ccccc21 (stereo not drawn) | 1 | 7.3µM* | 0% | -24% | ? | 1 | -27% | -9% | -28%
Cc1ccc(CS(=O)(=O)CCC(=O)NCC2CCCO2)cc1 (stereo not drawn) | 4 | 0% | -21% | 5% | -9% | 3 | 3% | ? | 6%
O=C1NC[C@H](CCCCN2CCN(CC3CCCCC3)C(=O)C2=O)N(CCC2CCCCC2)C1=O | 3 | 6% | -1% | 17% | -2% | -14 | · | · | 12%
Cc1noc(C)c1COc1ccccc1C(=O)N(C)CC(=O)Nc1ccc(F)c(F)c1F | 0 | 0% | 6% | 7% | 14% | 7 | 1% | 6% | 2%
COc1ccc(N(CC(=O)Nc2cc(Cl)ccc2OC)S(=O)(=O)c2c(C)noc2C)cc1 | -2 | 4.6µM* | -26% | ? | 3.3µM* | 0 | ? | ? | 12µM*
O=C(Cn1c2ccccc2c2nc3n(c(=O)c21)CCCS3)Nc1ccccc1 | 3 | -6% | -17% | ? | -20% | ? | ? | 5% | ?
O=C(Nc1ccc(Br)cc1Cl)NC1CC1 | 0 | 0% | 6% | 5% | -1% | -20 | -6% | 4% | 8%
O=C(NCc1cn2ccccc2n1)c1ccccc1 | -2 | -1% | 9% | -5% | -7% | 5 | -7% | 7% | -2%
COc1cc2cc(CN(Cc3cccnc3)C(=O)NCc3ccccc3)c(=O)[nH]c2cc1OC | -5 | 13% | -9% | 1% | 24% | -24 | 1% | -4% | 5%
NCCCCCC(=O)N/N=C/c1ccc2nccnc2c1 | 2 | 2% | 6% | -12% | 11% | -10 | -8% | 2% | 0%
CCc1ccc(OCC(=O)NC(C)(C)C)cc1 | -7 | -15% | 0% | 2% | 23% | -7 | -2% | -1% | 12%
COC(=O)CN(n1cnnc1)S(=O)(=O)c1ccccc1 | 1 | 1% | -10% | 0% | 4% | 30 | -8% | -188%[0.0737 µM] | -3%
COc1cc2c(NCCCCCO)ncnc2c(OC)c1OC | -3 | -13% | -1% | 1% | 0% | -8 | · | · | 5%
COc1ccc(NC(=S)c2ccc(N(C)C)cc2)cc1 | 1 | 5% | -18% | 13% | -4% | 30 | 9% | 3% | 9%
COc1ccc2oc(C(=O)NCC(Cc3ccccc3)N(C)C)c(C)c2c1 (stereo not drawn) | -8 | -1% | 15% | -21% | ? | -18 | 5% | 14% | -16%
CC1(C)CC(=O)C2=C(C1)OC(N)=C(C#N)C2c1cc2c(cc1[N+](=O)[O-])OCO2 (stereo not drawn) | -7 | 10% | -2%[1.53 µM] | -7% | -18% | 21 | -5% | 4% | -7%
NS(=O)(=O)c1ccc(NC(=O)Nc2ccc(C(F)(F)F)cc2)cc1 | 7 | 13% | -12% | ? | 25% | -58* | 28% | ? | 21µM*
CCC(=O)Nc1ccc(CC)cc1-c1nc2ccccc2n(CC(=O)Nc2cccc(Cl)c2)c1=O | 6 | -1% | 1% | · | -14% | · | · | · | ·
CCNC(=O)C1(C)CCN(Cc2ccc(-c3ccccc3)cc2)C1 (stereo not drawn) | -11 | 0% | 0% | -25% | 1% | -8 | · | · | -19%
COc1c(Cl)cc(Cl)cc1C(=O)n1nc(C)cc1C | 3 | 14% | 2% | -4% | 12% | 23 | -7% | -2% | 1%
Cc1ccc(NC(=O)c2ccc3c(c2)NC(=O)c2ccccc2S3)c(Cl)c1 | 3 | ? | -28% | · | ? | · | · | · | ·
CCc1nc(Nc2ccc(F)c(Cl)c2)c2c3c(sc2n1)CCCC3 | 4 | -4% | 1% | · | -12% | · | · | · | ·
Cc1cccc(C)c1NC(=O)C(NC=O)c1ccc(Cl)cc1 (stereo not drawn) | -6 | 7% | 7% | 9% | -8% | 29 | -3% | -1% | -7%
O=C(CN1C(=O)NC2(CCOc3ccccc32)C1=O)Nc1ccc(F)c(F)c1F (stereo not drawn) | -5 | 1% | 13%[7.66 µM] | 1% | -29% | 1 | -2% | 7% | ?
Cc1csc(NC(=O)c2cc([N+](=O)[O-])cc([N+](=O)[O-])c2)n1 | -8 | ? | -14% | 1% | ? | 12 | -9% | 6% | -3%
